# Screens: PubChem BioAssay, several laboratories
# NCOA1 inh: SRC1 coactivator transcriptional activity inhibitors, primary screen, cell-based, luminescence | Nuclear receptor coactivator 1 (Homo sapiens), Q15788 | HEK293 GAL4-SRC1 luciferase reporter | inhibition, % at 3.6 µM | hit rate 0.12% among 360,000;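 active means inhibition above the campaign mean plus 3 SD, with each screening campaign given its own cutoff, cut at about 60% in these data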;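 further: 0% = DMSO treated cells and 100% = gossypol at 36 µM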
# SRC2 inh: inhibition of GAL4-SRC2 driven luciferase reporter, primary screen, SRC2 inhibitor project, cell-based, luminescence; Nuclear receptor coactivator 2 (Homo sapiens), Q15596; HEK293 GAL4-SRC2 luciferase reporter; inhibition, % at 9 µM; hit rate 0.17% among 370,000;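 active means inhibition above the mean inhibition of all tested compounds plus 3 SD, set per campaign, cut at about 52% in these data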;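 further: 0% = DMSO treated cells and 100% = cells given Gossypol at 36 µM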
# EBV LMP1 NFkB: EBV LMP1-driven NF-kappaB luciferase reporter inhibitors, primary screen, cell-based, luminescence, single point. hit rate 0.69% among 350,000. inhibition, % at 12.5 µM. AID 504558, 2011. LMP1-induced NF-kappaB luciferase reporter cells; in the data active means inhibition above about 41%;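 further: 0% = neutral control wells and 100% = reference inhibitor control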
# TROY NFkB inh: inhibitors of TROY-driven NF-kB signaling, primary screen, Q293 LMP1-TROYcd cells, NF-kB luciferase, uHTS; inhibition, % at 10 µM; hit rate 0.98% among 360,000; AID 1347056, 2019; Q293 LMP1-TROYcd NF-kB luciferase reporter, 4 h;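 active means compounds whose plate-normalised and pattern-corrected inhibition of the luciferase reporter signal at the single screening dose is 50% or more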
# COUP-TFII inh: NR2F2 transcriptional activity inhibitors, primary screen, cell-based, luciferase reporter, HEK293T, luminescence; HEK293T NGFI-A luciferase reporter; inhibition, % at 8.6 µM; hit rate 0.7% among 370,000;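 active means inhibition above a per-plate cutoff, mean inhibition of test wells between control levels plus 3 SD, cut at about 38% in these data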;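 further: cells cotransfected with COUP-TFII expression vector driving the NGFI-A reporter; 0% = median of COUP-TF2 test wells and 100% = reporter-only cells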
# NR5A2 inv ag: LRH-1 (NR5A2) inverse agonists, primary screen, cell-based, luminescence, HEK293T, StAR-luciferase reporter; Nuclear receptor subfamily 5 group A member 2 (Homo sapiens), O00482; LRH-1 transfected, 24 h; inhibition, % at 3.6 µM; hit rate 0.13% among 360,000; AID 602396, 2012;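 active means inhibition above the mean inhibition of all tested compounds plus 3 SD, cut at about 73% in these data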;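 further: 0% = DMSO wells and 100% = reporter-only cells lacking LRH-1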
# TRAIL sens C8: viability loss with TRAIL in NB7+C8 cells, primary screen, TRAIL sensitizer project, cell-based, ATPlite luminescence | inhibition (viability loss, TRAIL sensitization), % at 10 µM | hit rate 1% among 360,000 | AID 624354, 2012;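 active means compounds causing at least 50% loss of cell viability in the single-dose screen, relative to plate controls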
# TLR9-MyD88 block: inhibitors of TLR9-MyD88 association in cells, primary screen, cell-based, CHO, BLA complementation, fluorescence | Toll-like receptor 9 (Homo sapiens) + Myeloid differentiation primary response protein … | CCF4 FRET ratio | inhibition, % at 4.98 µM | hit rate 0.21% among 340,000;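 active means inhibition above the mean over all tested compounds plus 3 SD, cut at about 21% in these data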;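 further: 0% = DMSO only wells and 100% = clavulanate BLA inhibitor control wells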
# NCOA3 inh: SRC3 coactivator transcriptional activity inhibitors, primary screen, cell-based, luminescence | Nuclear receptor coactivator 3 (Homo sapiens), Q9Y6Q9 | HEK293 GAL4-SRC3 luciferase reporter | inhibition, % at 3.6 µM | hit rate 0.17% among 360,000 | AID 588352, 2011;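 active means inhibition above a per-campaign cutoff, the mean of all compounds plus 3 SD, cut at about 60% in these data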;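 further: 0% = DMSO-treated cells and 100% = gossypol-treated cells at 36 µM; higher means less SRC3-driven luciferase light from the GAL4 reporter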
# Target sequence (Q9Y6Q9 whole entry, looked up, the tested form may be a part): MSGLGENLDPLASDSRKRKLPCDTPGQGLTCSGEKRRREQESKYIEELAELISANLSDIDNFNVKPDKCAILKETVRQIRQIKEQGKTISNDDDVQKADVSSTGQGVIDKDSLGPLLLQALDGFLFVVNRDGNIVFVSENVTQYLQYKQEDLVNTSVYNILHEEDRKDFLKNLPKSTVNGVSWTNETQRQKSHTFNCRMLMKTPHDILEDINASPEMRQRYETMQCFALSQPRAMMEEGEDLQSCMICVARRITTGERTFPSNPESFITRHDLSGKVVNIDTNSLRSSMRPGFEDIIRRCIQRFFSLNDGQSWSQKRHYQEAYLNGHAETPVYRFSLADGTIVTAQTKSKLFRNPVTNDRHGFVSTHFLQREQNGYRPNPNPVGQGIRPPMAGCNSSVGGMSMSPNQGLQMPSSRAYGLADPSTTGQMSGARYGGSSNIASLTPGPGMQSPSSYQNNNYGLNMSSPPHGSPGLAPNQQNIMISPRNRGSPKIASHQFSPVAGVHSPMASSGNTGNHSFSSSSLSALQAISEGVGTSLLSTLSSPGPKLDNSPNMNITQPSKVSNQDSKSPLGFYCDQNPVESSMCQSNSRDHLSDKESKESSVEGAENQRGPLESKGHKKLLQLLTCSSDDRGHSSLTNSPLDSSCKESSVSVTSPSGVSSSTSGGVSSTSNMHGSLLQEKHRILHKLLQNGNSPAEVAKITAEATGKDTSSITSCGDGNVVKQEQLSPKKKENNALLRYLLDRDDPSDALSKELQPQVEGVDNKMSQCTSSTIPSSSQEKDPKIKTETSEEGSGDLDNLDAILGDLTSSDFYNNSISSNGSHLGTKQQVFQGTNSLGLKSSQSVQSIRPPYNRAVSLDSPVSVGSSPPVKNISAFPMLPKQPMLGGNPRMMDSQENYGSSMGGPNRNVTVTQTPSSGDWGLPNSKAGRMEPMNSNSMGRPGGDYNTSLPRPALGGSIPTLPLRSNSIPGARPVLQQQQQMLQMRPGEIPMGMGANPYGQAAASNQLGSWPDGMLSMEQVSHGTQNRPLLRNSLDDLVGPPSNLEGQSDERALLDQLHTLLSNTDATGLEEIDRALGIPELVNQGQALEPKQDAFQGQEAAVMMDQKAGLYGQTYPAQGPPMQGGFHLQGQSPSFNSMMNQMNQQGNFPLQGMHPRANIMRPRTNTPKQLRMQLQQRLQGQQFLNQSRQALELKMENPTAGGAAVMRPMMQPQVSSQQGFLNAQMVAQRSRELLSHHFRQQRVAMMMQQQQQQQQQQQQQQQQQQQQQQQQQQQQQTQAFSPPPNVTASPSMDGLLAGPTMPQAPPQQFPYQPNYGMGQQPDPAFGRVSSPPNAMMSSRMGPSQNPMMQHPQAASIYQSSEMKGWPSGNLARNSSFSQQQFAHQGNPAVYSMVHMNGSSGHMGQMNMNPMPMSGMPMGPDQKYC
# NOD2-RIPK2 inh: NOD2-RIPK2 binding disruptors in cells, primary screen, fluorescence, CHO cells, BLA complementation | inhibition, % at 4.98 µM | Receptor-interacting serine/threonine-protein kinase 2 (Homo sapiens), O43353 | CCF4 ratio | hit rate 0.38% among 360,000; in the data active means inhibition above about 21%;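 further: 0% = vehicle only and 100% = reference blocker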
# TWEAK Fn14 block: inhibitors of TWEAK-Fn14 signaling, primary screen, luciferase reporter cells, uHTS; inhibition, % at 10 µM; hit rate 2% among 360,000; TWEAK-stimulated Fn14 reporter cells, luciferase luminescence, 8 h; in the data active means inhibition above about 50%
# * marks the source's active call; other numbers are inactive results; nt = no result given; & = joins results of further samples. Not all compounds are listed; the hit share may differ from the screen's.
SMILES,NCOA1 inh,SRC2 inh,EBV LMP1 NFkB,TROY NFkB inh,COUP-TFII inh,NR5A2 inv ag,TRAIL sens C8,TLR9-MyD88 block,NCOA3 inh,NOD2-RIPK2 inh,TWEAK Fn14 block
CCCCn1c(-c2ccc([N+](=O)[O-])cc2)n[nH]c1=S,10,-9,-5,-7,3,10,-14,2,11,-6,28
CCC(C)c1ccc(OCc2ccc(C(=O)O)o2)cc1 (stereo unspecified),-137,-59,6,-97,-31,-244,-8,0,-140,-8,3
O=C1CNC(=S)N1CCc1ccc(Cl)cc1,-2,-16,6,4,10,-14,6,0,8,-4,-4
CN(C(=O)c1cccc(NC(=O)Cc2ccc(NC(=O)C3CCN(C(=O)C4CCC4)CC3)cc2)c1)C1CCC1,3,13,-3,-8,7,0,-3,-3,-5,-9,-12
CC(=O)N1CCN(c2ncnc3ccccc23)CC1,43,31,4,29,20,10,-9,0,37,-5,33
CCOC(=O)C(CCCCOc1ccc([N+](=O)[O-])cc1)C(=O)OCC,-6,nt,3,2,nt,24,-10,-12,8,-9,-8
COc1cccc(OC)c1OCCNCC1CSc2ccccc2O1 (stereo unspecified),11,4,0,-2,14,7,16,-9,-5,6,-25
CC(C)(C)OC(=O)NCCCC(CCCNC(=O)OC(C)(C)C)C(=O)O,8,0,0,nt,9,-6,3,0,-1,-13,12
CN(C)S(=O)(=O)c1cc(NC(=O)COC(=O)CCSc2ccc(Cl)cc2)ccc1Cl,-28,-20,13,-1,-11,-3,-1,-1,15,-7,-14
CCc1ccc(OCC(=O)N/N=C(\C)c2ccc(OC(F)F)cc2)cc1,4,6,2,-12,-2,-7,8,21*,17,-8,-10
O=c1[nH]c(-c2ccc(F)cc2)nc2c1sc(=S)n2-c1ccccc1,-7,-9,0,44,8,15,1,-3,5,-3,35
Cn1c(=O)n(CC(=O)O)c(=O)c2c1nc1n2CCS1,-3&-9,-30&-63,7&2,-7&2,20&-20,14&-2,8&-16,6&-7,-4&-4,-3&-4,-6&16
COc1ccc(CC(NC(C)=O)C(=O)N2CCN(C(=O)Nc3cccc(F)c3)CC2)cc1OC (stereo unspecified),8,-9,7,2,11,-17,-13,-4,0,-7,4
COc1ccc(CCNC(=O)/C(C#N)=C2\N=C(NC(=O)c3ccco3)c3ccccc32)cc1,-34,-18,nt,-12,5,0,-6,nt,10,-6,23
COc1ccccc1Nc1cc(C(=O)NCCCN2CCOCC2)c2ccccc2n1,1,-8,-2,-7,12,-4,0,6,-14,-1,17
CSCCC(C(=O)N1C[C@]2(C)C[C@H]1CC(C)(C)C2)N1C(=O)c2ccccc2C1=O (stereo partly specified),1,-17,5,5,13,16,-16,-3,5,5,5
Cc1cc(C)c(NC(=O)CSc2nc3ccc(NC(=O)CSc4nnnn4-c4ccccc4)cc3s2)c(C)c1,-30,0,2,-2,-10,5,17,-5,14,14,-30
CCc1ccc(CNC(=O)C2CCN(S(=O)(=O)N3CCCCC3)CC2)cc1,-5,-5,-12,3,4,4,-7,-4,2,-6,10
O=C1CC/C=C\C[C@@H](CC(=O)N(CCO)Cc2ccccc2)C(=O)NC[C@@H](c2ccccc2)O1,-6,-24,1,-7,1,-6,-25,5,-6,-2,2
CC(=O)Nc1c(S(=O)(=O)c2ccccc2)c2nc3ccccc3nc2n1Cc1ccccc1,3,4,3,7,4,23,12,-1,9,-7,22
CC(=O)c1ccc(OCCCC(=O)NNC(=O)c2ccccn2)cc1,12,12,23,-1,0,15,5,-5,-15,-2,5
O=C(O)/C=C/c1cn(Cc2ccccc2)nc1-c1cccnc1,2,-9,7,-4,8,-1,5,6,11,1,4
O=C(CSc1nnc(CNc2ccc(F)cc2)n1CC1CCCO1)Nc1ccccc1 (stereo unspecified),8,7,5,nt,-4,-3,-6,15,-12,0,5
COCCNC(=O)C(c1ccc(F)cc1)N(CCOC)C(=O)CCC(=O)Nc1ccccn1 (stereo unspecified),8,-11,6,-8,2,8,-18,4,-37,-6,-12
Cc1cc2occ(CC(=O)O)c2cc1C,-17,-45,1,-38,1,-19,9,-12,10,-2,-20
Cc1ccccc1NC(=O)NCC1CCN(Cc2cccc(Cl)c2)CC1,-7,7,0,-14,3,-40,-27,-3,-11,-3,-14
O=S1(=O)CC(N2CCCCC2)CN1Cc1cn(Cc2ccc(F)cc2)nn1 (stereo unspecified),nt,-24,nt,0,0,12,-6,nt,nt,-16,-2
O=C(Nc1cc(Cl)ccc1N1CCOCC1)C1=COCCO1,-7,0,2,4,8,16,8,5,-17,2,6
CNc1cccc(-c2ccc(C(=O)N3CCOCC3)cc2)n1,-42,-36,nt,-38,-18,-26,-9,nt,-53,-1,-27
CCN(CC(=O)Nc1cc(Cl)ccc1C)CC(=O)NC1CC1,-6,-14,5,-15,-13,3,-15,-13,7,-1,-22
COc1ccc(NC(=O)N2CCN(c3cccc(C(F)(F)F)c3)CC2)cc1OC,5,-37,9,6,-1,-14,14,-5,9,11,-1
O=C(NCCCN1CCCC1=O)c1cccc(S(=O)(=O)N2CCCCC2)c1,-2,-18,-3,-10,-13,-5,-7,-2,8,-4,0
C=CCN(c1ccc(Cl)cc1)S(=O)(=O)c1cccc(C(=O)OCC(=O)N(C)C)c1,11,-2,-25,8,-14,-12,-8,10,16,1,-5
CC1=C(C(=O)N(C(C)C)C(C)C)CC(CC(=O)NC2CC2)C(=O)N1CCC1=CCCCC1 (stereo unspecified),8,1,nt,-5,-4,-7,-3,nt,-26,-7,8
C[C@H]1CN=C(Nc2ccccc2)N1CCCC1CCCCC1,-2,-23,5,-3,-6,2,5,4,5,-2,10
Cc1cc2nc(-c3ccccc3)cc(=O)n2[nH]1,-37,-35,0,-24,-28,-40,30,1,-44,-11,-29
Cc1c(CCO)c(=O)oc2n[nH]c(-c3ccccc3)c12,8,-1,6,6,-2,-11,-8,-10,17,-9,7
CCOC(=O)c1nn(-c2ccc(C)cc2)c(=O)cc1OCC(=O)N1CCN(c2ccccc2)CC1,-5,-1,7,-14,9,-6,-4,-1,-4,-6,-4
CCOC(=O)NCC(C#CCN(CC)CC)N(CC)CC (stereo unspecified),5,5,3,3,8,-2,-4,1,1,4,2
CCOC(=O)c1c(C)oc2c1cc(NS(=O)(=O)c1ccc(C(=O)O)cc1)c1ccccc12,-6,-9,0,3,12,3,11,1,0,-9,1
COc1cc(CN2CCN(C(=O)CC(C)C)CC2)cc(OC)c1O,-14,-17,-7,-8,-8,9,-17,12,-6,-5,9
O=C1Cc2ccccc2Sc2ccc(Cl)cc21,-1,-30,2,-41,-4,-17,4,-13,-5,1,-26
COc1ccc(NS(=O)(=O)c2cccc(C(=O)NC3CCC(O)CC3)c2)cc1 (stereo unspecified),-48,-2,11,15,13,12,-10,-5,12,-9,9
O=C(Nc1nc2ccccc2s1)c1cc(-c2ccccc2)nn1-c1ccccc1,-26,-29,-24,-34,-9,-31,24,4,-26,3,37
Cc1nc2ccccc2c(=O)n1NC(=O)c1c(O)c2c(n(CC(C)C)c1=O)CCCC2,7,8,6,2,20,6,-1,-9,10,-7,6
CC1C/C(=C/c2ccccn2)C(=O)/C(=C/c2ccccn2)C1 (stereo unspecified),-373,nt,90*,3,nt,51,-61,8,-50,16,64*
COc1ccc(-c2nc(C(=O)NCC3CCCO3)cc3c2[nH]c2ccccc23)cc1 (stereo unspecified),12,3,-10,-2,6,35,16,-5,13,-16,10
CC(C)Cn1c2ccccc2c2cc(C(=O)O)ccc21,1,9,1,5,-15,7,0,-3,18,-4,12
CCC/C(=N/NC(=O)c1cccc(Cl)c1)c1ccccc1,-87,-47,-5,-61,-45,-127,-3,-3,-70,-2,5
CCN(c1ccccc1)S(=O)(=O)c1cc(C(=O)NCc2ccccn2)ccc1C,9,15,-1,-18,-8,-7,-20,-2,2,2,-6
COc1ccc(NC(=O)CNC(=O)c2cccs2)cc1Cl,1,16,-1,-11,-5,-20,14,4,-2,-10,-10
COc1ccc(Cl)cc1Nc1nc(C)nc2c1nnn2Cc1ccccc1,3,6,0,25,-11,0,5,4,-8,-4,-16
O=c1c2ccccc2nc2n1CC/C2=C/N1CCN(c2cccc(C(F)(F)F)c2)CC1,2,nt,-2,5,nt,9,-8,-4,-26,-7,18
c1ccc(CCN(Cc2ccccc2)C2CCN(C3CCCC3)CC2)cc1,-20,-18,4,3,-2,-7,9,8,5,0,-16
CC1=C(C/C=C(\C)CCC[C@H](C)CCC[C@H](C)CCCC(C)C)C(=O)c2ccccc2C1=O,3,20,nt,1,20,-34,-22,nt,4,-10,0
COc1ccc(S(=O)(=O)Nc2ccc(S(=O)(=O)NCC3CCCO3)cc2)cc1 (stereo unspecified),9,-8,6,8,-2,-10,-7,-7,-18,0,1
Cc1cnc(C(=O)OCC(=O)c2ccc(C)s2)cn1,-6,-9,3,-14,-11,-11,10,3,15,4,5
CCN(CC)C(=O)c1[nH]cnc1C(=O)Nc1ccc(Cl)cc1,8,-31,-6,1,14,9,-4,3,14,5,-6
CCCS(=O)(=O)N1CCN(CCCc2ccccc2)CC1,5,-9,-2,-4,-8,-5,-11,-12,0,3,-12
Cc1cccc(C)c1NC(=O)C1(C)CCC(=O)N1CCOc1ccccc1 (stereo unspecified),8,-3,nt,-5,-2,-1,9,nt,-4,6,-6

# The list continues:
SMILES,NCOA1 inh,SRC2 inh,EBV LMP1 NFkB,TROY NFkB inh,COUP-TFII inh,NR5A2 inv ag,TRAIL sens C8,TLR9-MyD88 block,NCOA3 inh,NOD2-RIPK2 inh,TWEAK Fn14 block
O=C(Nc1cc2cccc([N+](=O)[O-])c2oc1=O)c1cccs1,5,-7,10,-40,4,4,-1,9,10,-9,-34
COc1cccc(C(C)=C2SC(=S)NC2=O)c1,7,18,0,-27,5,-3,-2,-14,-11,-1,2
CC(OC(=O)c1cc(S(=O)(=O)Nc2ccc(F)cc2)ccc1Cl)C(=O)Nc1ccc2c(c1)OCCO2 (stereo unspecified),0,-13,-7,7,1,16,-10,2,-15,1,42
COc1ccc(NC(=O)/C(=C\c2ccncc2)NC(=O)c2ccccc2)cc1,3,-44,-8,0,-9,0,-6,-12,2,5,4
COc1cccc(Cn2nnc3c(=O)[nH]c(C4CCCN(C(=O)c5ccccc5Cl)C4)nc32)c1 (stereo unspecified),-10,7,-4,-1,0,6,3,3,-7,-9,1
